Xi reactivation = activators of X-chromosome reactivation in mouse fibroblasts | XiGFP mouse fibroblasts, % GFP-positive cells imaging, 3 d; cells co-treated with 5-aza-dC sensitizer; scaled so ellipticine positive control = 100% | hit rate 0.055% among 360,000 | activation, % at 7.58 µM;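 active = mean normalized replicate activation at least 10% and every replicate at or above 10%; inconclusive = only one of the two criteria met; inactive = mean below 10% and not all replicates reach 10%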;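 note: 0% = median of on-plate neutral control wells and 100% = ellipticine 6 µM median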
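assay system = SV40-immortalized XiGFP fibroblast cells, line 68-5-11 | buffer or medium = DMEM plus 5-aza-dC sensitizer | doses = single-point pinned compound dosing | times = 3-day compound exposure, then 15 min fixation at room temperature | benchmarks = positive control ellipticine, 6 µM final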
DENV2 CPE = protects cells from dengue virus 2 cytopathic effect; AID 651640; hit rate 1.7% among 350,000; CPE inhibition, % at 9.99 µM; DENV2-infected cells, cytopathic effect rescue, plate reader; in the data active = CPE inhibition above about 20%, passing the limit was not always enough; inconclusive = no clear call, values can overlap the other calls; tested in BHK-21 cells;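 note: 0% = median of neutral control wells and 100% = median of positive control wells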
Casp6 inh = inhibitors of human caspase-6; AID 686996; P55212; inhibition, % at 12.5 µM; purified caspase-6, Z-VEID-R110 cleavage fluorescence; hit rate 0.53% among 350,000;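 active = mean inhibition across replicates at least about 35%, with every replicate also reaching that limit, limit read from the data; inconclusive = only one of the two criteria met; inactive = neither criterion met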;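 note: 0% = median of neutral control wells and 100% = no fluorescence left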
Target sequence (P55212 24-179 limits assumed): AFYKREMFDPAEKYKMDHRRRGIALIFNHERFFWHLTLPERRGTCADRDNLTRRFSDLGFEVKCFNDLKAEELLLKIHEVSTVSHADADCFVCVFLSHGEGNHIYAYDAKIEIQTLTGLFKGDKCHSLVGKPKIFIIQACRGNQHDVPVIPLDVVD
Target sequence (P55212 194-293 limits assumed): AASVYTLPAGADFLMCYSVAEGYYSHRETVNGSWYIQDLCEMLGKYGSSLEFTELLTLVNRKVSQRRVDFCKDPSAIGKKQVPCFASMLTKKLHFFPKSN
INS-1E GSIS act = GLuc luminescence reporter in INS-1E cells, primary screen for activators of glucose-dependent secretion of insulin | INS-1E GLuc reporter insulin secretion, 2-3 h | activation, % at 16.6 µM | hit rate 0.61% among 370,000 | AID 743287;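 active = lowest replicate activation of at least 40%, so every replicate reaches that level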;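 note: 0% = median of neutral control wells and 100% = median of IBMX positive control wells; some compounds called inactive have numbers as strong as hits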
RAD52 inh = inhibitors of human RAD52 DNA annealing | hit rate 0.46% among 360,000 | recombinant RAD52 DNA annealing, FRET fluorescence | inhibition, % at 18.7 µM | P43351;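 active = every replicate showing at least 50% inhibition; inconclusive = mean inhibition at least 50% but not in every replicate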
Target sequence (P43351 whole entry, looked up): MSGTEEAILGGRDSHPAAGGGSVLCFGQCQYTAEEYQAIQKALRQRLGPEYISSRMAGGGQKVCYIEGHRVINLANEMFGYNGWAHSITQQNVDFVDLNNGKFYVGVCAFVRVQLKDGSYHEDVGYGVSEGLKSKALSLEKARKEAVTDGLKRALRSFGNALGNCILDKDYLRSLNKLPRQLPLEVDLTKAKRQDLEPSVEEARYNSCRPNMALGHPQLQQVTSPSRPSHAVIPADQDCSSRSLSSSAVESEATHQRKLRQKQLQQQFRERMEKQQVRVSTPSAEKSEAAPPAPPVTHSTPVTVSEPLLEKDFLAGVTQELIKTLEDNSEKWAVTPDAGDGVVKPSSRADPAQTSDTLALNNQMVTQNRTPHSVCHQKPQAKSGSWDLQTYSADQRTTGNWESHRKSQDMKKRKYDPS
E-selectin induc = E-selectin induction on HUVECs; activation, % at 7.58 µM; HUVEC E-selectin immunofluorescence imaging; normalized: neutral wells 0, TNF-alpha wells 100; hit rate 0.37% among 260,000; P16581; AID 686992;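 active = mean E-selectin-positive cell signal at least 10% of the positive control, reached in at least 60% of replicates, without over 20% cell loss; inconclusive = no rule given, readout overlaps actives, possibly toxicity-flagged; inactive = the rest, including those meeting only one limit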;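 note: in these data hits start at about 27%; measured in HUVEC primary endothelial cells; signal is the percent of cells scored E-selectin positive by PE staining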
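Test system: HUVEC; input: 3,000 HUVEC/well; measured by: immunofluorescence imaging; read-out: % PE-positive cells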
RAD54 inh = RAD54 (human) branch migration inhibition; Q92698; RAD54 Holliday junction branch migration, FAM/BHQ fluorescence; inhibition, % at 10.4 µM; hit rate 0.14% among 360,000;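 active = mean normalized replicate activity at least 40 and at least half of replicates scoring 40 or more; inconclusive = only one of the two criteria met; inactive = mean below 40 and under half of replicates reaching 40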;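 note: 0% = median of neutral control wells and 100% = median of positive control wells; inhibitors cause a drop in the FAM fluorescence signal; in these data hits start at about 50%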
F508del corr = correctors of CFTR F508del function in bronchial epithelial cells. activity (quench increase), % at 7.58 µM. hit rate 0.36% among 350,000. AID 720511. CFBE cells, YFP halide quenching; stimulated with forskolin plus potentiator P3; % fluorescence drop versus neutral controls;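 active = mean added fluorescence quench of at least 8% versus neutral control, with both replicates also reaching 8%; inconclusive = only one of the mean or replicate conditions met; inactive = mean below 8% and not both replicates reaching 8%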;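 note: cells transiently co-express mutant CFTR-F508del with the halide-sensitive YFP; corrector assay measuring rescue of mutant channel to the surface after 24 h compound exposure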
An asterisk follows results filed as active; ? = inconclusive; . = no result given; & = joins results of further samples; ! = repeats disagree.

SMILES	Xi reactivation	DENV2 CPE	Casp6 inh	INS-1E GSIS act	RAD52 inh	E-selectin induc	RAD54 inh	F508del corr
Oc1ccccc1Oc1ncc(Br)c(Cl)n1	0.1	9	7	-1	-17	.	-6	1.5
O=C(C[C@H]1CC[C@H]2[C@@H](COC[C@H](O)CN2C(=O)Cc2ccccc2)O1)NC1CCCC1	0.1	2	1	2	-7	0.0	7	-1.1
C[C@H]1CCCCO[C@@H](CN(C)C(=O)Nc2ccc(C(F)(F)F)cc2)[C@@H](C)CN([C@@H](C)CO)C(=O)c2cc(NC(=O)C3CCCCC3)ccc2O1	-0.7	6	-2	4	-22	0.1	-3	3.4
O=C(Nc1ccc(Br)cc1F)c1ccc2nsnc2c1	0.1	-3	3	7	-5	.	-10	-1.6
COC(c1ccccc1)c1nnc(CCC(=O)N2CCN(CCOc3ccccc3)CC2)o1 (centres undefined)	0.1	3	-4	-9	-7	.	-6	.
CCOc1ccc(Cc2nnc(SCC(=O)Nc3ccccc3)n(N)c2=O)cc1	0.4	-9	-1	-25	-2	.	1	-2.5
CN(C)C(=O)c1ccc(-c2ccc([C@@H]3[C@@H](CO)N4CCCCN(S(C)(=O)=O)C[C@H]34)cc2)cc1	0.2	-11	1	9	-10	0.5	-1	1.9
COc1ccc(CNC(=O)CCN2C(=O)[C@@H]3Cc4ccccc4CN3C2=O)cc1	0.1	?	0	5	-9	.	-6	-0.1
CCN1[C@@H]2c3ccc(-c4ccccc4)c(=O)n3C[C@H]1[C@H](CO)[C@H]2C(=O)NCCCN1CCOCC1	0.2	?	0	6	-7	0.0	3	.
COc1ccc2c3c(n(C)c2c1)[C@@H](CO)N(C(C)=O)CC31CN(C(=O)C2CC2)C1	0.1	-6	.	-3	.	-0.2	.	-2.2

Arranged by formula weight (highest first): part of the list above.
SMILES	Xi reactivation	DENV2 CPE	Casp6 inh	INS-1E GSIS act	RAD52 inh	E-selectin induc	RAD54 inh	F508del corr
CN(C)C(=O)c1ccc(-c2ccc([C@@H]3[C@@H](CO)N4CCCCN(S(C)(=O)=O)C[C@H]34)cc2)cc1	0.2	-11	1	9	-10	0.5	-1	1.9
O=C(C[C@H]1CC[C@H]2[C@@H](COC[C@H](O)CN2C(=O)Cc2ccccc2)O1)NC1CCCC1	0.1	2	1	2	-7	0.0	7	-1.1
COc1ccc2c3c(n(C)c2c1)[C@@H](CO)N(C(C)=O)CC31CN(C(=O)C2CC2)C1	0.1	-6	.	-3	.	-0.2	.	-2.2
O=C(Nc1ccc(Br)cc1F)c1ccc2nsnc2c1	0.1	-3	3	7	-5	.	-10	-1.6
Oc1ccccc1Oc1ncc(Br)c(Cl)n1	0.1	9	7	-1	-17	.	-6	1.5

The list goes on:
SMILES	Xi reactivation	DENV2 CPE	Casp6 inh	INS-1E GSIS act	RAD52 inh	E-selectin induc	RAD54 inh	F508del corr
O=C1NC(=S)N/C1=C\c1cccnc1	0.5	-3	0	12	-8	3.1	2	-0.9
C[C@H]1CN([C@@H](C)CO)C(=O)c2cc(NS(=O)(=O)c3ccccc3)ccc2O[C@H]1CN(C)C(=O)Nc1ccccc1	0.3	-5	-1	19	18	-0.2	0	-4.1
COc1ccc(N2C(=O)CC(C3CCCO3)C2=O)cc1 (centres undefined)	0.3	2	2	.	-7	-0.4	.	-1.2
Cc1cccc(NCc2nc(SCC(=O)Nc3ccccc3)n[nH]2)c1	0.2	1	-1	.	-10	0.1	0	-1.6
Cc1cccc(-n2ccnc2SCC(=O)Nc2cccc(S(=O)(=O)NC3=NCCC3)c2)c1C	-0.1	-4	-1	2	-16	-1.9	-4	2.4
COc1ccc(S(=O)(=O)N2CCCCC2)cc1C(=O)N1CCCC1	0.0	14	0	13	3	-0.1	-15	-0.8
Cc1c(Cl)cccc1NC(=O)CN1CCN(CCN=CC2=C(O)CC(c3ccccc3)CC2=O)CC1 (centres undefined)	0.1	-1	-2	4	-11	.	.	-1.0
Cc1nnc(SCC(=O)NC2CCCCC2)n1N	0.1	-10	-3	6	-11	-0.5	-1	0.9
O=C(NNc1c(Cl)cccc1Cl)c1ccno1	0.0	13	0	-7	-18	.	-6	2.0
Nc1c2c(nc3ccc(Br)cc13)N(Cc1ccccc1)CC2	0.3	7	4	-3	-201	0.8	.	-1.3
C[C@@H]1CN([C@H](C)CO)S(=O)(=O)c2ccc(-c3ccccc3)cc2O[C@H]1CN(C)C(=O)c1ccc2c(c1)OCO2	-0.7	-1	-4	8	4	-0.3	5	2.1
CN(C)C(=O)c1nc2ccc(Cl)cn2c1CN1CCCC(OCc2ccccc2)C1 (centres undefined)	0.0	-4	.	-2	-25	.	-12	1.4
CCN(C(=O)CSc1nnc(Nc2cccc(C)c2C)s1)C1CCS(=O)(=O)C1 (centres undefined)	-0.3	2	0	.	0	3.3	-10	.
O=C(OCc1nnc(-c2ccccc2)o1)c1ccc(-n2cnnn2)cc1	0.2	10	1	5	-12	.	-2	0.5
Cc1ccc(NC(=O)/C(C#N)=C/c2cc(C)n(-c3ccc(N4CCOCC4)c([N+](=O)[O-])c3)c2C)c(C)c1	.	.	-4	0	-9	.	-3	.
Cc1cccc(C(=O)Nc2cccc(NC(=O)c3ccccc3)c2)c1	0.0	-12	54*	-21	-12	0.8	5	0.2
COc1cccc(CNc2nnnn2C)c1OC	0.1	9	-4	-4	-3	.	-6	-1.1
Cc1ccc(CSc2nnc(C)c(=O)n2N)cc1	0.1	8	2	2	3	.	-2	-0.8
Cc1ccccc1C(=O)N[C@@H](Cc1cccnc1)C(=O)N1CCC[C@H]1C(=O)NCCc1ccccc1Cl	0.1	-10	-1	11	1	-0.2	.	0.7
NC(=O)c1ccccc1NC(=O)Nc1ccc(F)c(Cl)c1	0.0	-2	-3	10	4	4.8	.	5.0
CCCNC(=O)C[C@H]1C[C@H]2c3cc(NC(=O)NC4CCCCC4)ccc3O[C@H]2[C@@H](CO)O1	-0.1	11	1	6	1	-0.7	4	-0.8
CN(Cc1c(F)cccc1Cl)C(=O)c1ccc2ccccc2n1	0.1	2	0	-9	-17	0.0	-8	-1.1
CC1(C(=O)NCc2ccccc2Br)CCN1Cc1csc2ccccc12 (centres undefined)	-0.2	?	-3	-14	-19	-0.2	1	-4.4
O=C(c1ccc(C(F)(F)F)cc1)N(CCCn1ccnc1)C(c1ccccn1)c1nc2ccccc2[nH]1 (centres undefined)	.	-1	-13	2	-16	-0.9	13	-5.2
C[C@H]1CN([C@@H](C)CO)C(=O)Cc2cc(NC(=O)Nc3ccc(C(F)(F)F)cc3)ccc2O[C@H]1CN(C)S(=O)(=O)c1cccs1	0.2	-2	3	-39	-2	2.5	1	2.4
COc1cccc(S(=O)(=O)N2C[C@@H]3N[C@H](C2)C3c2ccc(-c3ccccc3F)cc2)c1 (some centres undefined)	0.0&0.0	8&-20	.	-19&-19	.	0.2&0.0	.	10*!
O=C(CSc1nc2c(c(=O)n1-c1ccccc1)SCC2)N1CCOCC1	0.1	-15	4	-5	0	-2.3	0	-5.1
CN(C)CC(=O)Nc1ccc2c(c1)[C@@H]1C[C@H](CC(=O)NCc3ccc4c(c3)OCO4)O[C@H](CO)[C@@H]1O2	0.4	15	-2	7	-5	-0.5	1	1.9
COc1ccc(NC(=O)c2cc3c(=O)n4ccccc4nc3n2C)c(OC)c1	0.0	0	6	-3	-6	-0.1	1	-1.2
N#CCCN(Cc1cccnc1)S(=O)(=O)c1ccc2ccccc2c1	-1.1	2	3	.	-10	0.1	-2	-1.3
O=C(COC(=O)c1ccc(O)cc1O)NC(=O)c1ccccc1	0.2	1	0	2	5	-1.4	-16	4.0
Nc1cc[n+](CC(=O)c2ccc3c(c2)OCCO3)cc1	0.3	-2	-4	6	6	-0.1	1	.
CN1c2ccc(-c3ccc(F)cc3)cc2[C@H]2[C@H](CCN2C(=O)C2CCOCC2)[C@@H]1CO	0.0	-7	-6	-4	2	0.4	1	3.3
CCOC(=O)c1[nH]c2ccc(OC)cc2c1NC(=S)N1CCN(C(=O)OCC)CC1	0.1	11	4	5	-22	-0.6	.	0.6
CN(C)N=Nc1nc2c(c(=O)n(C)c(=O)n2C)n1CC1CO1 (centres undefined)	0.0	0	1	-5	-6	.	5	-1.5
COCC(=O)Nc1ccc2c(c1)[C@H]1C[C@@H](CC(=O)N[C@@H](C)c3ccccc3)O[C@H](CO)[C@H]1O2	0.0	-7	4	6	6	0.4	-10	-1.9
CN(C)C(CNC(=S)Nc1ccc(Cl)cc1)c1cccnc1 (centres undefined)	0.0	-3	-2	-12	-14	.	.	-1.9
CC1(C)Cc2c(cnn2-c2ccc(F)cc2)C(NC(=O)C2=CC(=O)CC(C)(C)O2)C1 (centres undefined)	0.0	-5	0	-11	-4	-0.2	-6	-4.0
O=C(Nc1nnc(-c2ccc(Br)cc2)o1)c1cccc(N2C(=O)CCC2=O)c1	0.0	-7	3	21	-8	1.1	1	1.6
CC(=O)Nc1cccc(-c2cn3ccc(C)cc3n2)c1	0.3	19	2	11	-3	.	.	0.3
CC(Sc1ccccc1)C(=O)NCC1COc2ccccc2O1 (centres undefined)	0.2	-2	0	7	-9	.	11	-0.1
O=C(NC1CCCC1)C(NS(=O)(=O)c1ccc(Br)s1)c1ccccc1 (centres undefined)	0.3	4	2	.	-10	-0.2	-2	.
COc1ccc(CN(CC2CCC(C(=O)O)CC2)C(=S)Nc2ccc(C)c(Cl)c2)cc1 (centres undefined)	0.1	-6	3	-4	-3	.	-4	2.5
O=C(Nc1ccccc1)N1CCCCN2[C@H](C1)[C@@H](c1ccc(C#Cc3cccnc3)cc1)[C@@H]2CO	0.0	-12	-1	-13	-24	-0.5	-4	2.8
O=C(COC(=O)c1cccs1)Nc1ccc(F)c(F)c1	0.0	4	1	-15	1	-1.4	4	0.5
CN(C)C(=O)C[C@H]1CC[C@@H]2[C@@H](COc3ccc(NC(=O)c4ccc(F)cc4)cc3C(=O)N2C)O1	0.3	4	-1	-5	7	0.1	-7	.
O=C(CSc1nc2ccccc2c(=O)n1CCCN1CCOCC1)NC12CC3CC(CC(C3)C1)C2	0.1	2	-4	-23	26	2.4	.	0.1
COc1ccc(S(=O)(=O)NC2CC2)cc1Br	0.1	-4	0	11	-22	3.4	-1	2.0
CCCNC(=O)C1(C)CCN(CCS(=O)(=O)c2ccc(C)cc2)C1 (centres undefined)	0.0	0	-1	6	-48	0.4	6	-3.6
CCOC(=O)N1CCN(C(=O)C[C@H]2C[C@@]3(C(=O)OC)C(=C[C@H](C(C)(C)C)O[C@@H]3C)N(CCC3=CCCCC3)C2=O)CC1	0.0	13	-1	.	0	-0.2	.	-2.6
COC(=O)[C@]1(Cc2ccccc2)N[C@H](CN(C)C(=O)NC(C)C)[C@@H]2C(=O)N(Cc3ccccc3)C(=O)[C@@H]21	0.7	-5	2	-16	-9	0.3	7	3.2
CCn1cc(C(=O)NC(C)C23CC4CC(CC(C4)C2)C3)cn1 (centres undefined)	0.0	-7	2	-7	-10	.	-5	.
C[C@H]1CN([C@@H](C)CO)C(=O)Cc2cc(NC(=O)Nc3ccc(F)cc3)ccc2O[C@H]1CN(C)Cc1ccc2c(c1)OCO2	0.3	6	-1	-23	-13	-0.1	13	-0.9

Compound activity as filed in PubChem.

This is a random part of the collection (roughly 3.7% active in at least one column).
